Source: PubChem
PG9 binder = PG9 antibody binding by small molecule; TR-FRET gp120-PG9 antibody binding; inhibition, % at 6.7 µM; actives 0.43% (n = 360,000); in the data active means inhibition above about 8.5%
PLC-beta3 inh = PLC-beta3 (human) inhibition, primary screen. Q01970. Purified PLC-beta3, fluorogenic substrate, fluorescence. inhibition, % at 12.2 µM. actives 0.18% (n = 370,000); in the data active means inhibition above about 11%;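 further: 0% = median of compound wells on plate and 100% = full blocker control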
DAX1 inh-1 = inhibitors of human orphan nuclear receptor DAX1 (NR0B1); HEK293 Gal4-DAX1 luciferase reporter, luminescence; AID 504766; P51843; inhibition, % at 6.75 µM; actives 0.99% (n = 340,000);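 active means inhibition above the mean over all tested compounds plus 3 SD, cut at about 4.2% in these data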;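 further: 0% = DAX1-transfected cells with DMSO and 100% = empty-vector control cells with DMSO; inhibition shows as a rise in luminescence from relieved DAX1 repression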
hgDAF-12 ag = hgDAF-12 agonism, primary luciferase screen; actives 1.8% (n = 370,000); HEK293 GAL4-hgDAF12 UAS-luciferase reporter, agonist luminescence; normalized to butyrate control; activation, % at 6.8 µM;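 active means activation above a cutoff set at the mean of all screened compounds plus 3 SD, cut at about 10% in these data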;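 further: 0% = DMSO wells and 100% = sodium butyrate wells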
hcDAF12 agonist = H. contortus DAF-12 activation, primary screen. HEK293 hcDAF-12 lit1-tk-luc reporter, luminescence; 0% DMSO, 100% Δ7-dafachronic acid. activation, % at 6.8 µM. actives 1.4% (n = 370,000). AID 652067;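 active means activation above the mean of all tested compounds plus 3 SD, cut at about 5.5% in these data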;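 further: 100% = response to 3 µM Δ7-dafachronic acid high control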
ssDAF-12 act = S. stercoralis DAF-12 activation, primary screen; activation, % at 6.8 µM; AID 652126; HEK293 ssDAF-12/GRIP1 lit1-tk-luc reporter, luminescence; % of 3 µM dafachronic acid response; actives 1% (n = 370,000);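 active means activation above the mean over all tested compounds plus 3 SD, cut at about 0.9% in these data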;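 further: 0% = DMSO-only wells and 100% = 3 µM delta7-dafachronic acid wells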
SMARCA2 act = increases SMARCA2 function in MMTV reporter cells; actives 1% (n = 370,000); MG213 cells, MMTV-luciferase reporter, dexamethasone, overnight; activation, % at 9.1 µM; in the data active means activation above about 7.8%;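 further: 0% = vehicle wells and 100% = reference activator wells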
FXN GAA850 act = increases GAA850 frataxin promoter reporter activity | HEK293 lucGAA850 FXN promoter luciferase reporter, 24 h; percent of 10 µM SAHA response | activation, % at 6 µM | actives 0.56% (n = 360,000);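 active means activation above the average of all compounds screened plus 3 SD, cutoff fixed separately per campaign, cut at about 7.5% in these data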;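 further: 0% = DMSO wells and 100% = 10 µM SAHA wells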
DAX1 inh-2 = inhibitors of DAX1 repression of SF-1 activated StAR promoter; inhibition, % at 6.8 µM; AID 652010; HEK293T StAR-luciferase reporter, SF-1/DAX-1 repression relief; actives 1.1% (n = 370,000);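 active means inhibition above the mean over all tested compounds plus 3 SD, cut at about 3.6% in these data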;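 further: 0% = DAX-1 cells with DMSO and 100% = cells lacking DAX-1 with DMSO; higher inhibition means more luminescence from relief of DAX-1 repression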
HGIII-sPLA2 inh = Blocks human group III sPLA2 activity; Q9NZ20; QFRET BODIPY PC-A2 liposome hydrolysis, fluorescence; inhibition, % at 12.2 µM; actives 0.56% (n = 370,000); AID 743126;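 active means inhibition above mean plus 3 SD of compounds lying within the high and low control bounds, cut at about 19% in these data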;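 further: 0% = median of test compound wells and 100% = no enzyme DMSO wells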
NR1D1 modulator = modulators of human Rev-erb alpha DNA binding. actives 0.79% (n = 370,000). activity, % at 10 µM. P20393. Rev-erbα–FITC-DNA binding, fluorescence polarization, 90 min. AID 1259318;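 active means activity above about 14%, limit read from the data; passing the limit was not always enough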;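 further: 0% = DMSO wells with 35 nM protein and 100% = DMSO wells with 750 nM protein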
An asterisk follows results filed as active.

SMILES	PG9 binder	PLC-beta3 inh	DAX1 inh-1	hgDAF-12 ag	hcDAF12 agonist	ssDAF-12 act	SMARCA2 act	FXN GAA850 act	DAX1 inh-2	HGIII-sPLA2 inh	NR1D1 modulator
OC(COc1c(F)cc(Br)cc1F)CN1CCN(c2ccc(F)cc2)CC1 (centres undefined)	-0.9	3	-1.1	-0.8	-1.3	-1.6	-2	-3.6	1.2	11	-6
C=CCn1cc(C(=O)NCCOC)c(=O)c2cc(S(=O)(=O)N(CC)CC)ccc21	-1.9	-1	0.1	0.3	-1.6	-0.7	1	1.2	0.6	0	-3
CC(C)(C)C(=O)NCCCc1nc2ccccc2n1CCCOc1ccc(Cl)cc1	0.0	3	-1.6	-8.4	-5.2	-2.6	-4	-3.9	-2.0	-51	1
C[C@H](NC(=O)c1ccco1)C(=O)Nc1cc(S(=O)(=O)N2CCCC2)ccc1OCC(F)(F)F	-1.6	-3	-0.3	-2.4	0.2	-1.2	-2	1.4	0.8	6	-5
COc1cc(Cl)c(C)cc1NC(=O)CSc1cc(Cl)ccc1Cl	-2.2	-1	0.4	-1.8	5.2	-0.5	2	0.5	0.5	-3	-3
COc1ccccc1N1CCN(C(=O)CNS(=O)(=O)c2ccc(Br)s2)CC1	-0.9	-2	-0.5	-0.3	-0.1	-1.3	-2	1.3	-0.3	-10	-2
CCCc1cc(=O)[nH]c(SCC(=O)NCCCC(=O)OCC)n1	0.4	-2	2.3	0.0	0.8	-1.3	0	2.0	-0.3	3	-1
COc1ccc2nc(SCC(=O)C(C)(C)C)[nH]c2c1	-1.0	-7	4.5*	8.2	1.0	-0.6	4	3.1	0.5	2	-6
CC(=O)c1ccc(NC(=O)CCn2c(=O)oc3ccccc32)cc1	-1.4	2	0.0	0.3	-0.1	-0.9	-2	-0.3	-0.2	-2	-6
COc1ccc(-c2cc(C(=O)OCC(=O)c3c(N)n(C)c(=O)n(C)c3=O)c3ccccc3n2)cc1	0.1	-47	-0.6	4.2	0.6	-2.0	-4	1.9	-0.4	-1	30*
O=C(CN1CCN(C2CCCCC2)CC1)Nc1ccccc1-c1ccccc1	-1.3	4	-0.5	-0.4	0.2	-1.2	1	1.6	0.7	1	1
CCN1/C(=C/c2ccc3cc(C)ccc3[n+]2C)Sc2ccc3sccc3c21	-34	-8	-2.6	-8.0	-3.8	-1.7	-9	-7.8	-2.5	-7	12
CC(Cc1ccsc1)NC(=O)CCc1nnc(COc2ccccc2)o1 (centres undefined)	-0.9	-7	0.4	0.2	0.5	-1.3	3	2.6	0.7	3	-5
NNC(=O)COc1ccc(C(F)(F)F)cc1	-1.6	-2	-0.7	-11	-5.3	-2.5	-8	2.8	-1.7	6	-5
CCOC(=O)c1[nH]c2ccc(OC)cc2c1NC(=O)c1cccc(OC)c1	-2.2	-17	2.2	-3.0	-0.2	-1.4	-1	1.0	-0.7	-24	-4
Cc1ccc(S(=O)(=O)NCCC(=O)N2CCN(c3ccccc3)CC2)cc1C	2.7	-1	0.2	2.3	1.4	-1.8	-3	1.7	-0.3	1	8
O=C(NNc1ccccc1)c1ccc(Cl)c(Cl)c1	0.1	-2	0.1	-4.0	-1.1	-1.0	-2	1.4	0.5	8	-4
Cc1ccnc(SCC(=O)Nc2c(C)n(C)n(-c3ccccc3)c2=O)n1	1.8	-1	1.1	-0.2	3.0	-1.5	-3	-0.4	-0.1	7	-2
O=C(CCN1N=C(c2ccccc2)CCC1=O)NCC1CCCO1 (centres undefined)	-1.4	-6	-0.3	-0.9	-1.9	-1.3	-2	0.5	-1.2	8	-5
CCN1CCN(c2ccc([N+](=O)[O-])c(Sc3nc4ccccc4[nH]3)c2)CC1	0.8	-1	-2.3	-3.6	1.1	0.0	-1	1.6	-0.9	8	-4
CCOC(=O)C(C)N1N=C(/C=C/c2ccc(OC)cc2)CCC1=O (centres undefined)	-3.5	4	-0.8	-1.6	-1.0	-1.5	-1	2.6	-0.4	-4	4

Ordered by formula weight (descending): part of the list above
SMILES	PG9 binder	PLC-beta3 inh	DAX1 inh-1	hgDAF-12 ag	hcDAF12 agonist	ssDAF-12 act	SMARCA2 act	FXN GAA850 act	DAX1 inh-2	HGIII-sPLA2 inh	NR1D1 modulator
C=CCn1cc(C(=O)NCCOC)c(=O)c2cc(S(=O)(=O)N(CC)CC)ccc21	-1.9	-1	0.1	0.3	-1.6	-0.7	1	1.2	0.6	0	-3
COc1cc(Cl)c(C)cc1NC(=O)CSc1cc(Cl)ccc1Cl	-2.2	-1	0.4	-1.8	5.2	-0.5	2	0.5	0.5	-3	-3
CCOC(=O)C(C)N1N=C(/C=C/c2ccc(OC)cc2)CCC1=O (centres undefined)	-3.5	4	-0.8	-1.6	-1.0	-1.5	-1	2.6	-0.4	-4	4

5 compounds drawn at random from those above, as already listed:
SMILES	PG9 binder	PLC-beta3 inh	DAX1 inh-1	hgDAF-12 ag	hcDAF12 agonist	ssDAF-12 act	SMARCA2 act	FXN GAA850 act	DAX1 inh-2	HGIII-sPLA2 inh	NR1D1 modulator
CC(=O)c1ccc(NC(=O)CCn2c(=O)oc3ccccc32)cc1	-1.4	2	0.0	0.3	-0.1	-0.9	-2	-0.3	-0.2	-2	-6
COc1cc(Cl)c(C)cc1NC(=O)CSc1cc(Cl)ccc1Cl	-2.2	-1	0.4	-1.8	5.2	-0.5	2	0.5	0.5	-3	-3
CC(C)(C)C(=O)NCCCc1nc2ccccc2n1CCCOc1ccc(Cl)cc1	0.0	3	-1.6	-8.4	-5.2	-2.6	-4	-3.9	-2.0	-51	1
O=C(NNc1ccccc1)c1ccc(Cl)c(Cl)c1	0.1	-2	0.1	-4.0	-1.1	-1.0	-2	1.4	0.5	8	-4
CCCc1cc(=O)[nH]c(SCC(=O)NCCCC(=O)OCC)n1	0.4	-2	2.3	0.0	0.8	-1.3	0	2.0	-0.3	3	-1
